# TRPC4 PAM: positive allosteric modulators of TRPC4, primary screen, cell-based, mouse TRPC4beta, HEK293 mu-opioid, Fluo-4 calcium. B-score at 10 µM. 310,000 compounds, 0.42% hits. Short transient receptor potential channel 4 (Mus musculus), Q9QUQ5. DAMGO EC20, Fluo-4 Ca2+ flux; active compounds read high;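 active means B-score of calcium response area above 5 SD of library B-scores, with initial fluorescence ratio within 5 SD of library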;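 further: B-score of integrated fluorescence ratio over time as area under calcium response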
# KCNQ1 block: inhibitors of human KCNQ1 channel, primary screen, cell-based, thallium flux, high-throughput; Potassium voltage-gated channel subfamily KQT member 1 (Homo sapiens), P51787; CHO-K1 KCNQ1, FluxOR thallium flux fluorescence; active compounds read high; B-score at 10 µM; 310,000 compounds, 1.3% hits; AID 2642, 2010;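 active means compounds whose thallium flux B-score, printed positive for inhibition, exceeds three library SD while starting fluorescence stays within three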;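 further: channel opened by potassium depolarization with thallium stimulus after 20 min compound exposure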
# TRPC4 agonist: activators of mouse TRPC4 channel, primary screen, Fluo4 calcium, HEK293 TRPC4beta/mu-opioid cells | Short transient receptor potential channel 4 (Mus musculus), Q9QUQ5 | Fluo4 calcium fluorescence; active compounds read high | B-score at 10 µM | 310,000 compounds, 0.49% hits;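 active means B-score above 5 SD of library B-scores, and initial fluorescence ratio not above library mean plus 5 SD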;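 further: positive B-score marks a calcium rise read as TRPC4 activation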
#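 Incubation: 45 min room-temperature Fluo4 loading, 110 s read / System: HEK293 cells stably co-expressing mouse TRPC4beta and mu-opioid receptor / Signal: Fluo4 fluorescence, kinetic / Control set: buffer (low) and maximal DAMGO (high) / Measure: integrated baseline-normalised fluorescence ratio, converted to per-well B score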
# Dyrk1A ADPGlo: rat Dyrk1A kinase inhibitors, primary screen, biochemical, single point, plate reader; Dual specificity tyrosine-phosphorylation-regulated kinase 1A (Rattus norvegicus), Q63470; ADP-Glo luminescence, NFATc1 peptide; inhibition, % at 12.5 µM; 310,000 compounds, 0.43% hits; in the data active means inhibition above about 50%;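 further: plate controls were vehicle with enzyme for no effect and no enzyme for full effect; many of its hits are not listed in these tables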
# HDAC3 inh: HDAC3 deacetylase inhibitors, primary screen, biochemical, fluorescence, cell-free homogeneous; Histone deacetylase 3 (Homo sapiens), O15379; inhibition, % at 8.3 µM; recombinant HDAC3, fluorogenic peptide/trypsin coupled; AID 2718, 2010; 320,000 compounds, 0.15% hits; in the data active means inhibition above about 26%, passing the limit was not always enough; inconclusive means no clear call, values can overlap the other calls
# KCNQ1 act: potentiators or activators of KCNQ1 channel, primary screen, cell-based, thallium flux, high-throughput; Potassium voltage-gated channel subfamily KQT member 1 (Homo sapiens), P51787; CHO-K1 KCNQ1, thallium flux FluxOR fluorescence; active compounds read high; B-score at 10 µM; 310,000 compounds, 0.35% hits; AID 2648, 2010;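 active means fluorescence ratio B-score, a plate-corrected score, at least three library SD, with initial intensity B-score within 5 SD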
#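 System: Stable KCNQ1 CHO-K1 line | Incubation: 90 min dye loading and 20 min compound exposure, both at room temperature | Measure: Ratio B score | Medium: Assay buffer for compound exposure, DMSO matched across wells | Compound dosing: Single-concentration screen | Probe or stimulus: K+/Tl+ depolarizing stimulus | Measured by: Kinetic FluxOR fluorescence, 10 s baseline plus 110 s post-stimulus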
# hERG rescue: hERG rescue from dofetilide block, primary screen, cell-based, CHO-hERG, FluxOR thallium flux, dofetilide IC70 | 310,000 compounds, 0.51% hits | dofetilide IC70 present | Voltage-gated inwardly rectifying potassium channel KCNH2 (Homo sapiens), Q12809 | activation (rescue from dofetilide block), less the hit threshold, % at 10 µM;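 active means activation above the mean of controls blocked by dofetilide plus 5 SD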;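 further: thallium influx through hERG after potassium depolarization seen as dye fluorescence rise; in these data hits start at about 4.7%; inactives centre near -7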
# Target sequence (Q12809 whole entry, looked up): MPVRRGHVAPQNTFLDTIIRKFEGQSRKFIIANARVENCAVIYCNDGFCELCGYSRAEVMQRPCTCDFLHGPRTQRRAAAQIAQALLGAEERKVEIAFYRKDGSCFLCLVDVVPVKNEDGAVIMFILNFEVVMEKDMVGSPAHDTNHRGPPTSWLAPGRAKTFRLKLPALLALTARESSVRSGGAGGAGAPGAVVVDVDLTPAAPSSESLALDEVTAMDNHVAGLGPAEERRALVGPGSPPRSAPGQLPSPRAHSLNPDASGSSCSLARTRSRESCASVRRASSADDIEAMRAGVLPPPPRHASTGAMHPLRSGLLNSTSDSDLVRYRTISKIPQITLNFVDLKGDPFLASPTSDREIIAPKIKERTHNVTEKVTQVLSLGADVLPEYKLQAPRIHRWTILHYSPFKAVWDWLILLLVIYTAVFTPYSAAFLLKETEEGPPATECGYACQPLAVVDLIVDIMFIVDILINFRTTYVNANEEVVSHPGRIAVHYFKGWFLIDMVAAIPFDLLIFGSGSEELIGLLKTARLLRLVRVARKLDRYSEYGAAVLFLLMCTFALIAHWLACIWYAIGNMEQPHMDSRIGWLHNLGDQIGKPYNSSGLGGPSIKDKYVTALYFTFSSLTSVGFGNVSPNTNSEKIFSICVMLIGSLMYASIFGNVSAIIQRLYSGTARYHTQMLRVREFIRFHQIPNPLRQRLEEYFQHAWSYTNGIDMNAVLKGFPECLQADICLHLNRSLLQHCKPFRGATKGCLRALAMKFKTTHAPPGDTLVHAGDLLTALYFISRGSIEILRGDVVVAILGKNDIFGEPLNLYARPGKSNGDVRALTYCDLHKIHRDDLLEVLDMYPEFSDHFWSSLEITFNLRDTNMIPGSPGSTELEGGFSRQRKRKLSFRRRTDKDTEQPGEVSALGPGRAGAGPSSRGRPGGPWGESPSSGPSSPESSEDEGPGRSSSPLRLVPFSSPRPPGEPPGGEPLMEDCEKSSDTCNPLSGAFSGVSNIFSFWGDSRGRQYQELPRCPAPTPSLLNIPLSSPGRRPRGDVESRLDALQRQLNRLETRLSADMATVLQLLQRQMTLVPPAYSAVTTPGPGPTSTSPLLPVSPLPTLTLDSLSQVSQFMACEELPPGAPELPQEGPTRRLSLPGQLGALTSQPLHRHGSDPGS
# TMEM16A inh: TMEM16A chloride channel inhibitors, primary screen, cell-based, HTS | normalized B-score (activity score, 25-100; higher = stronger inhibition) at 10 µM | AID 588511, 2011 | HEK293 TMEM16A/YFP iodide influx fluorescence, ionomycin | 310,000 compounds, 1.2% hits;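 active means ratio plate-corrected score three or more library SD toward inhibition, starting fluorescence score within five deviations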;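 further: score derived from kinetic fluorescence span divided by baseline fluorescence per well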
# ANO1 activ: TMEM16A chloride channel activators or potentiators, primary screen, cell-based, HTS; B-score at 10 µM; 340,000 compounds, 0.3% hits; HEK293 TMEM16A/YFP-H148Q/I152L, iodide quench fluorescence; active compounds read low; Anoctamin-1 (Mus musculus), Q8BHY3;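 active means fluorescence-ratio B-score plate-corrected deviation score at least 3 library SD below zero, with starting fluorescence score within 5 deviations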;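 further: channel opened by trigger with iodide after compound preincubation; score built on the fluorescence ratio of max minus min over baseline; more negative score means more quench and so TMEM16A activation or potentiation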
# KCNK9 inh: KCNK9 potassium channel inhibitors, primary screen, HEK293 cells, thallium flux | Potassium channel subfamily K member 9 (Homo sapiens), Q9NPC2 | FluxOR thallium flux fluorescence; active compounds read low | 310,000 compounds, 1.2% hits | B-score at 10 µM | AID 488922, 2010;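 active means ratio B-score over 3 SD below the library mean, with starting fluorescence within 5 SD of its mean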;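 further: negative B-score means less thallium flux so channel inhibition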
# KCNK3 inh: human KCNK3 channel inhibitors, primary screen, CHO cells, FluxOR thallium flux, B-score; Potassium channel subfamily K member 3 (Homo sapiens), O14649; FluxOR fluorescence; active compounds read low; B-score at 10 µM; 340,000 compounds, 0.84% hits;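 active means B-score under library mean minus 4 SD, starting fluorescence ratio at most library mean plus 5 SD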;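 further: more negative B-score means stronger inhibition of thallium flux through KCNK3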
# Numbers without * were called inactive; i = inactive; ? = inconclusive; . = no result given. Not all compounds are listed; rates above refer to the full screens.
SMILES,TRPC4 PAM,KCNQ1 block,TRPC4 agonist,Dyrk1A ADPGlo,HDAC3 inh,KCNQ1 act,hERG rescue,TMEM16A inh,ANO1 activ,KCNK9 inh,KCNK3 inh
CC(=O)C1=C(C)NC(=O)NC1c1ccccc1OCC(=O)NCCc1ccccc1 (configuration not stated),i,i,i,0,9,i,-1,i,i,i,i
O=C(Oc1cccc2cccnc12)c1ccco1,i,i,i,14,2,i,-4,i,i,i,i
O=C(Oc1ccccc1F)c1ccc2c(=O)n3c(nc2c1)CCC3,i,i,i,14,7,i,-10,i,i,i,i
CCCCC1N2CC3([N+](=O)[O-])CN1CC([N+](=O)[O-])(C2)C3(C)C (configuration not stated),i,i,i,2,3,i,-9,i,i,i,i
CCN(CC)S(=O)(=O)c1cccc(C(=O)Nc2cccc(C)c2)c1,i,i,i,-2,3,i,-7,i,i,i,i
COC(=O)c1cc(C(=O)OCC(=O)NCc2ccc3c(c2)OCO3)cc([N+](=O)[O-])c1,i,i,i,-2,-3,i,-6,i,i,i,i
CCC(C)N(C(=O)COC(=O)CSc1ccc([N+](=O)[O-])cc1)C1CCS(=O)(=O)C1 (configuration not stated),i,i,i,5,0,i,-7,i,i,i,i
CSCC[C@H](NC(=O)OC(C)(C)C)c1nnc(SCc2cccc(F)c2)o1,i,i,i,7,0,i,-3,i,i,i,i
Cc1ccc(NC(=O)C2CCCC2)cc1Cl,i,i,i,1,0,i,-7,i,i,i,i
Cn1c(SCC(=O)Nc2cc(Cl)cc(Cl)c2)nnc1-c1ccc2nonc2c1,i,i,i,.,2,i,-9,i,i,i,i
CC1CCN(c2ccc([N+](=O)[O-])cn2)CC1,i,i,i,0,3,i,-10,i,i,i,i
CN1CCc2c1nc1ccccc1c2NC(=O)CN1CCCC1,i,i,i,6,-16,i,-9,i,i,i,i
S=c1[nH]nc(-c2cccs2)n1C1CCCCC1,i,i,i,.,-5,i,-9,i,i,i,i
Cc1ccc(C(=O)N2CCN(c3ccc([N+](=O)[O-])c(N4CCOCC4)c3)CC2)cc1,i,i,i,-1,.,i,-16,i,i,i,i
CCOC(=O)c1ccccc1NC(=O)COC(=O)C1CCN(S(=O)(=O)c2ccccc2C(=O)OC)CC1,i,i,i,7,2,i,-18,i,i,i,i
CN(CCC1CCOCC1)C(=O)CC1C(=O)NCCN1Cc1ccccc1F (configuration not stated),i,i,i,16,1,i,-5,i,i,i,i
COc1ccc2nc(NCCO)[nH]c2c1,i,i,i,4,-4,i,1,i,i,i,i
COc1ccc(S(=O)(=O)N2CCC3(CC2)OCCN3S(=O)(=O)c2ccccc2)cc1OC,i,i,i,-1,0,i,-6,i,i,i,i
O=c1c2ccc(Cl)cc2nc2n1CC/C2=C\c1cccc(O)c1,i,i,i,1,-1,i,-6,i,i,i,i
CC(C)CNC(=O)C(=O)NCC(c1ccc2c(c1)OCO2)N1CCOCC1 (configuration not stated),i,i,i,-1,4,i,-4,i,i,i,i
CCC(=O)Nc1ccc(Cl)c(NC(=S)NC(=O)c2ccco2)c1,i,i,i,2,7,i,-8,i,i,i,i
Cc1ccc(NS(=O)(=O)c2cccc(C(=O)O)c2)cc1S(=O)(=O)N1CCCCC1,i,i,i,-5,2,i,-4,i,i,i,i
Cc1cccc(NC(=S)NC(=O)c2ccc(Br)o2)c1,i,i,i,1,3,25*,17*,i,i,i,i
O=C(NC12CC3CC(CC(C3)C1)C2)c1cncc(O)c1,i,i,i,-5,1,i,-13,i,.,i,i

# Overlap with the part before: 4 compounds; new compounds follow.
SMILES,TRPC4 PAM,KCNQ1 block,TRPC4 agonist,Dyrk1A ADPGlo,HDAC3 inh,KCNQ1 act,hERG rescue,TMEM16A inh,ANO1 activ,KCNK9 inh,KCNK3 inh
CCC(=O)Nc1ccc(Cl)c(NC(=S)NC(=O)c2ccco2)c1,i,i,i,2,7,i,-8,i,i,i,i
Cc1ccc(NS(=O)(=O)c2cccc(C(=O)O)c2)cc1S(=O)(=O)N1CCCCC1,i,i,i,-5,2,i,-4,i,i,i,i
Cc1cccc(NC(=S)NC(=O)c2ccc(Br)o2)c1,i,i,i,1,3,25*,17*,i,i,i,i
O=C(NC12CC3CC(CC(C3)C1)C2)c1cncc(O)c1,i,i,i,-5,1,i,-13,i,.,i,i
COC(=O)[C@H]1C[C@@H](c2ccccc2)[C@H](C)C1(C)C,.,.,.,9,19,.,.,i,i,.,i
COc1ccc(Cl)cc1NC(=O)CSc1nnc(-c2ccncc2)n1CC1CCCO1 (configuration not stated),i,i,i,-7,2,i,-8,i,i,i,i
Cc1ccn(S(=O)(=O)c2ccc(C(C)(C)C)cc2)n1,i,i,i,7,1,i,-5,i,i,i,i
COc1ccccc1/C=C1/SC(=S)N(C(C)C(=O)NC2C=CS(=O)(=O)C2)C1=O (configuration not stated),i,i,i,.,3,i,-10,i,i,i,i
COc1ccc(-n2c(SCC(=O)Nc3cccc(S(N)(=O)=O)c3)nc3ccccc3c2=O)cc1OC,i,i,i,-4,3,i,-7,i,i,i,i
Cc1ccc(C(=O)N2NC(c3ccccc3F)C3C(=O)N(c4cccc(C)c4)C(=O)C32)cc1 (configuration not stated),i,i,i,4,5,i,-5,i,i,i,i
Cc1ccc(S(=O)(=O)NC(N)=NCCc2ccc(Cl)cc2)cc1,i,i,i,-7,-4,i,-4,i,i,i,i
CCCCn1c(N)c(N(CCC(C)C)C(=O)C2CSC3(C)CCC(=O)N23)c(=O)[nH]c1=O (configuration not stated),i,i,i,-4,0,i,-17,i,i,i,i
COc1ccc(-c2cc(N3C(=O)Nc4ccccc4N3O)n[nH]2)c(OC)c1,i,i,i,0,-4,i,-3,i,i,i,i
Cc1[nH]n(-c2ccccc2)c(=O)c1N=Nc1c(Cl)cccc1Cl,i,i,i,-1,3,i,-6,i,i,i,i
CCc1ccc(S(=O)(=O)N/N=C(/C)c2ccncc2)cc1,i,i,i,0,?,i,-5,i,i,i,i
CCCCNc1c(-c2ccc(OC)c(SC3CCCCC3)c2)nc2cc(C)ccn12,i,i,i,2,-3,i,-8,i,i,i,i
COc1ccc(CNCCCSc2ncccn2)cc1OC,i,i,i,0,-10,i,-6,i,i,i,i
Cc1cccc(C)c1OCc1cc(C(=O)NCC2CCCCC2)no1,i,i,i,1,-3,i,-6,i,i,i,i
Cc1cc(NC(=O)CSc2nnc(-c3cccnc3)n2C2CCCCC2C)no1 (configuration not stated),i,i,i,-5,-4,i,-16,i,i,i,i
COC(CNC(=O)C1CCCN(S(=O)(=O)c2c(C)noc2/C=C/c2cccs2)C1)OC (configuration not stated),i,i,i,7,3,i,-2,i,i,i,i
O=C(CCCC(=O)c1ccccc1)Nc1ccc(F)cc1,i,i,i,-6,2,i,-3,i,i,i,i
CCOc1cc(/C=C/c2cccc[n+]2C)ccc1OCC(=O)Nc1ccc(C)cc1,i,i,i,4,7,i,-8,i,i,i,i
COc1ccccc1NC(=O)Nc1ccc2c(c1)CCC2,i,i,i,5,5,i,-5,i,i,i,i
CCOC(=O)CCc1c(C)n(CC)c2cc(-c3ccccc3OC)nn2c1=O,i,i,i,-8,-67,i,-6,i,i,i,i
COc1ccc(NC(=O)CCNS(=O)(=O)c2ccc3c(c2)c(=O)n(C)c(=O)n3C)c(OC)c1,i,i,i,-6,0,i,-8,i,i,i,i
CCOc1ccc2nc(Cl)c(C3CC(c4ccco4)=NN3S(=O)(=O)c3ccccc3)cc2c1 (configuration not stated),i,i,i,6,-1,i,-11,i,i,i,i
CS(=O)(=O)N(CC(=O)NCCSCc1c(F)cccc1Cl)c1ccc2c(c1)OCO2,i,i,i,-1,5,i,-9,i,i,i,i
CC1CCN(S(=O)(=O)c2cccc(C(=O)NCc3ccco3)c2)CC1,i,i,i,10,-6,i,-9,i,i,i,i
CCCc1cc(=O)n2[nH]c(-c3ccco3)nc2n1,i,i,i,-2,-6,i,-8,i,i,i,i
CN1CCN(CC(O)COc2ccc(OCC(O)CN3CCN(C)CC3)cc2)CC1 (configuration not stated),i,i,i,-5,2,i,-16,i,i,i,i
O=C(NNS(=O)(=O)c1ccc([N+](=O)[O-])cc1)c1cnn(-c2ccccc2)c1-n1cccc1,i,i,i,-4,-3,i,-11,i,i,i,i
CCn1c(SCC(=O)Nc2nc3ccccc3s2)nnc1-c1ccc(Br)cc1,i,i,i,10,-5,i,-4,i,i,i,i
CCOC(=O)c1oc2ccc(OC)cc2c1NC(=O)CN1CCN(C)CC1,i,i,88*,8,-34,i,-6,i,i,i,i
Cc1cccc(-n2ncc3c2CCCC3NC(=O)Cn2cccn2)c1C (configuration not stated),i,i,i,-2,0,i,-7,i,i,i,i
COc1cc2ccccc2cc1C(=O)NCC(c1cccs1)N(C)C (configuration not stated),i,i,179*,1,-5,i,-2,i,i,i,i
CCN(CC)CCNCc1ccc(Br)cc1OCC(=O)NCc1ccccc1,i,i,i,-7,1,i,-13,i,i,i,i
O=C(NC1CCCCCCC1)c1ccc(S(=O)(=O)N2CCCC2)cc1,i,i,i,4,-2,i,-4,i,i,i,i
O=C(CN(C(=O)c1csnn1)c1ccccc1)NCc1ccc2c(c1)OCO2,i,i,i,-2,2,i,-8,i,i,i,i
